Casp6 inh = human caspase-6 inhibitors, primary screen, biochemical, VEID-R110 fluorescence, single point, set 2; AID 686996, 2013; purified caspase-6, Z-VEID-R110 cleavage fluorescence; P55212; inhibition, % at 12.5 µM; hit rate 0.53% among 350,000;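 active = mean inhibition across replicates at least about 35%, with every replicate also reaching that limit, limit read from the data; inconclusive = only one of the two criteria met; inactive = neither criterion met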;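 note: 0% = median of neutral control wells and 100% = no fluorescence left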
Target sequence (P55212 24-179 limits assumed): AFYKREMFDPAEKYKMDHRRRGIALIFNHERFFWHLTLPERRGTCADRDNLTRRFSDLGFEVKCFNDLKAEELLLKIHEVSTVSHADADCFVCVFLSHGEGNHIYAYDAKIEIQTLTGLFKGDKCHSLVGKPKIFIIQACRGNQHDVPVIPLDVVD
Target sequence (P55212 194-293 limits assumed): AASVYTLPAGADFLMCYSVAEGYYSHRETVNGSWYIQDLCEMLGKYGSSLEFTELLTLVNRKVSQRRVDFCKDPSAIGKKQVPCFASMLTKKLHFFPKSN
EWS-Fli block = EWS/Fli-driven NR0B1 reporter inhibitors, primary screen, A673 cells, NR0B1 luciferase, luminescence, MLPCN library. viability-normalised. inhibition, % at 12.6 µM. hit rate 0.67% among 350,000;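 active = mean inhibition of at least 50% after viability correction, with every replicate also passing that limit; inconclusive = mean reaches 50% but only one of two replicates passes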;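 note: firefly luciferase signal divided by Alamar Blue viability fluorescence both relative to DMSO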
SIRT5 inh = SIRT5 desuccinylase inhibitors, primary screen, biochemical, fluorescence imaging, single point, set 5. NAD-dependent protein deacylase sirtuin-5, mitochondrial (Homo sapiens), Q9NXA8. Purified SirT5, succinyl-peptide AMC, trypsin-coupled fluorescence. inhibition, % at 15 µM. hit rate 1.1% among 330,000; in the data active = inhibition above about 15%; inconclusive = no clear call, values can overlap the other calls
Target sequence (Q9NXA8 whole entry, looked up): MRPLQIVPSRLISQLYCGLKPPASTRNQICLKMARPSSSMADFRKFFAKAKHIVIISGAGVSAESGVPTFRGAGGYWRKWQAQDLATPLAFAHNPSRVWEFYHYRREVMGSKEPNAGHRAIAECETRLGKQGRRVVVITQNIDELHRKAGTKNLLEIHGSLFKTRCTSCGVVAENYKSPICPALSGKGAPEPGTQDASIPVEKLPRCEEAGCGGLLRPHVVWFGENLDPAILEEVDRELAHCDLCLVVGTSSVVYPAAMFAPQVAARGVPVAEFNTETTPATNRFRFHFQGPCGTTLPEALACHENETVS
LGR2 antag = inhibitors of bursicon-induced LGR2 CRE-luciferase signal, primary screen, cell-based, HEK293, CRE-luciferase reporter, bursicon stimulation; bursicon-stimulated, 4 h; Drosophila bursicon receptor LGR2 (rickets); inhibition, % at 9.99 µM; hit rate 0.35% among 380,000;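 active = drop in luminescence signal, shown as inhibition above about 50% in the replicate tests, limit read from the data, passing the limit was not always enough; inconclusive = probably only some replicates passing the limit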;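 note: agonist challenge used bursicon conditioned medium at about half maximal strength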
DENV2 CPE rescue = inhibitors of DENV2 cytopathic effect, primary screen, cell-based, plate reader, single concentration | DENV2-infected cells, cytopathic effect rescue | CPE inhibition, % at 9.99 µM | hit rate 1.7% among 350,000 | AID 651640, 2012; in the data active = CPE inhibition above about 20%, passing the limit was not always enough; inconclusive = no clear call, values can overlap the other calls; tested in BHK-21 cells;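 note: 0% = median of neutral control wells and 100% = median of positive control wells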
ARNT-TACC3 inh = disruptors of ARNT/TACC3 protein interaction, primary screen, biochemical, AlphaScreen, single concentration. inhibition, % at 9.99 µM. hit rate 0.66% among 390,000. AlphaScreen His-ARNT PAS-B/GST-TACC3 binding, luminescence; TACC3 fragment carries E629A point mutation. AID 623870, 2012;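 active = mean inhibition of replicates at least 50% and at least half of replicates each reaching 50%; inconclusive = half or more replicates reach 50% but mean below 50%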;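 note: 0% = complete ARNT plus TACC3 wells and 100% = ARNT alone without TACC3; many hits fall short of the cut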
PAX8 reporter = inhibitors of PAX8-driven TPO luciferase reporter, primary screen, RMG-I cells, single concentration; AID 652154, 2013; hit rate 1.2% among 360,000; inhibition, % at 12.6 µM; SteadyGlo, 24 h;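 active = mean replicate inhibition at least 60% with every replicate also reaching 60%; inconclusive = only one of the two criteria is met; inactive = mean below 60% and not all replicates reaching 60%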;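 note: luciferase light reporting Pax8 driven TPO promoter activity; plate controls were median of neutral control wells for no effect and mitoxantrone controls for full effect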
The depositor's hits bear a star; ? = inconclusive; . = not tested or not shown.

Compound	Casp6 inh	EWS-Fli block	SIRT5 inh	LGR2 antag	DENV2 CPE rescue	ARNT-TACC3 inh	PAX8 reporter
O=c1[nH]c(O)c(/C=C2\C=NN=C2c2ccccc2)c(=O)[nH]1	2	-14	1	-7	1	5	.
NP(=O)(Nc1ccccc1)Nc1ccccc1	5	-4	.	-18	6	-4	1
COc1ccc(/C=C/C=C2C(=O)NC(=S)NC2=O)cc1	16	-2	.	-23	7	2	-3
CC1C(=O)OC2CCN3CC4OC4(COC(=O)C(C)(O)C1(C)O)C23 (stereo not given)	0	-10	-4	-6	8	7	0
O=C(Cc1ccccc1)N1CCCCN2[C@H](CO)[C@@H](c3ccc(C#CC4(O)CCCC4)cc3)[C@@H]2C1	.	11	.	6	.	-9	-3
OCCCCO	1	-3	.	23	-15	.	.
COc1ccc2c(c1O)-c1c(OC)c(OC)cc3c1[C@H](C2)N(C)CC3	0	-8	-7	-8	-3	29	-12
CN1CCCN(C(=O)COc2ccc(F)cc2Cl)CC1	-6	1	2	-8	-3	1	-7
N#Cc1cn(C2OC(CO)C(O)C2O)c2ncnc(N)c12 (stereo not given)	-2	-7	1	94*	7	-10	96*
COc1ccc(/C=C2/C(=O)NC(=O)N(c3ccc(C)c(C)c3)C2=O)cc1CN1C(=O)c2ccccc2C1=O	.	-3	.	1	.	3	-4
CCn1ccnc1CN1CCCC(C(=O)c2cc(C)c(OC)c(C)c2)C1 (stereo not given)	-5	9	-3	12	2	6	1
Cc1ccc(-c2nn(Cc3ccccc3)cc2C(=O)O)cc1	2	6	7	-44	4	-7	19
CSc1ccc(C(c2c(O)c3ccccc3oc2=O)c2c(C)n(C)n(-c3ccccc3)c2=O)cc1 (stereo not given)	3	7	1	-4	0	0	14
Fc1cccc(C2NCc3ccccc3-n3cccc32)c1 (stereo not given)	-2	0	2	4	-1	1	-5
Cc1cccn2c(=O)c3c(nc12)N1CCCCC1C1(C3)C(=O)N(C)C(=O)N(C)C1=O (stereo not given)	1	8	-2	.	1	.	13
O=[N+]([O-])c1ccc(N2CCCC(C(F)(F)F)C2)c2ccncc12 (stereo not given)	1	50	0	-2	10	19	50
O=C1NC(=O)N(Cc2ccccc2)C(=O)/C1=C\c1ccco1	63*	-2	25*	-4	3	-6	-15
CCOc1cc(CNCCc2c[nH]c3ccccc23)cc(Cl)c1OC	-6	14	-2	.	9	11	-5
COC(=O)CCCC(NC(=S)N1CC2C[C@@H](C1)Cn1c2cccc1=O)C(=O)OC (stereo not given in full)	-1	9	6	11	-5	3	-9
Clc1cccc(Cl)c1NC1=NCCS1	0	-6	.	-2	-2	.	-15
CC(C)CCNC(=O)CN1C(=O)CN=C(c2ccccc2)c2ccccc21	-2	1	2	7	-5	-6	20
CCCCCn1c(=O)c(C(=O)Nc2ccccn2)c(O)c2ccccc21	-4	15	2	6	-6	-3	19
CN(C)c1nc(N(C)C)nc(N(C#N)CCCl)n1	-2	8	-1	2	2	-3	-26
CC(C)C(O)(C(=O)OCC1=CCN2CCC(O)C12)C(C)O (stereo not given)	-21	1	0	2	-10	.	.
COc1cccc(C(=O)N2CCC3(CC2)OCCO3)c1	1	-6	0	-1	0	-7	16
O=C(c1ccccc1)C(CN1CCCC1)c1ccccc1 (stereo not given)	.	.	.	?	.	-2	100*
CCOC(=O)C1(CCOc2ccccc2)CCN(C2Cc3ccccc3C2)CC1	-1	12	3	17	-1	0	12
CC(N)Cc1c[nH]c2ccc(O)cc12 (stereo not given)	-3	-10	-2	-13	?	-2	-16
COc1ccc(C#Cc2ccc([C@H]3[C@@H](CO)N4CCCCN(C(=O)Cc5ccncc5)C[C@@H]34)cc2)cc1	1	.	-1	-11	-4	30	-21
CCN1CCN(c2ccc(N)cc2)CC1	-76	8	6	11	13	27	4
CC=Cc1ccc2n(c1=O)C[C@@H]1[C@@H](CO)[C@H](C(=O)OC)[C@H]2N1CC1CCCC1 (mixture of isomers)	-1	-6	-1	-15	-2	.	.
Cn1c(O)c(C=NCCCCCCCCCCC(=O)O)c(=O)n(C)c1=O	2	3	.	7	-3	7	-9
O=C(O)[C@H]1[C@H](CO)[C@H]2Cn3c(ccc(-c4ccncc4)c3=O)[C@@H]1N2C(=O)C1CC1	.	-1	.	10	.	.	-4
Cc1nc2ccccc2c(=O)n1-c1ccc(F)cc1F	1	2	-3	-1	-2	1	0
CC(Cc1cccs1)NCc1ccc(Cl)cc1 (stereo not given)	-2	1	.	-2	-1	-2	0
NC(=O)c1cn(C2CCCCC2)c2ccccc2c1=O	.	0	-2	7	3	-5	-8
CCc1ccc(N2C(=O)NC(=O)/C(=C/c3cccn3CCOc3ccc(C)cc3)C2=O)cc1	10	-11	-1	16	4	-7	6
C=CCc1ccc2c(c1)OCO2	4	1	.	12	93*	.	.
C=CCn1c(O)c(C(CC)=NCCc2c[nH]c3ccccc23)c(=O)[nH]c1=O	0	4	-4	-13	-1	-3	37
CC1([N+](=O)[O-])COP(=O)(Nc2ccc(Cl)cc2)OC1 (stereo not given)	-5	-4	1	-13	-7	-6	-22
O=P(Nc1cccnc1)(Oc1ccccc1Cl)Oc1ccccc1Cl	1	-9	0	14	6	0	10
O=c1c2ccccc2nc(-c2ccccc2)n1-c1ccccc1O	-1	0	-6	1	19	5	-4
CN1C(=O)CC(c2ccccc2)Nc2ccccc21 (stereo not given)	2	-2	-3	-7	-1	3	8
CSc1nc2ccccc2c(=O)n1-c1cccnc1	1	8	8	-2	-3	-4	-16
CCCCCCC[n+]1ccc(-c2cc[n+](CCCCCCC)cc2)cc1	-14	3	-7	-1	-13	-2	86*
C=C1C/C(=C/C)C(=O)O[C@@H]2CCN3CC=C(COC(=O)[C@]1(C)O)[C@H]23	1	10	0	5	2	-10	18
COC1=C(OC)[C@]23CCc4ccc(OC)c(OC)c4[C@]2(CCN3C)CC1=O	-5	-2	-1	-10	-12	21	-2
NC(=O)c1cc([N+](=O)[O-])cc([N+](=O)[O-])c1	.	-1	-1	.	3	0	15
C[C@]12CC[C@H](O)CC1=CC(=O)C1C2CC[C@]2(C)C(=O)[C@H](O)CC12 (stereo not given in full)	7	-10	-1	-12	-4	-1	16
CC1([N+](=O)[O-])COP(=O)(Nc2cccc(Cl)c2)OC1 (stereo not given)	-4	-2	-1	22	-5	11	9
CNC(=O)Oc1ccccc1C1CCCCC1	-2	5	.	-5	?	-2	-12
CCOC(=O)c1c(C)n(C(C)C)c2ccc(OC)cc12	3	0	-1	-11	-5	-7	-22
Cc1cccc(-n2c(C)nc3ccc(Cl)cc3c2=O)c1	0	-9	3	1	4	1	8
COC(=O)[C@@H]1[C@@H](CO)[C@@H]2Cn3c(ccc(-c4ccc(OC)cc4)c3=O)[C@H]1N2C(=O)c1ccccc1F	-1	-1	-68	-19	-7	-2	-2
CN1CCN(C(=O)COc2ccc(S(=O)(=O)N(C)Cc3ccccc3)cc2)CC1	0	0	0	2	1	2	.
CCOC(=O)CNC(=O)N1Cc2cc(N3CCOCC3)ccc2-n2nncc2C1	2	-9	-4	-20	-6	.	5
COC(=O)C(O)(c1ccc2c(c1)CCCN2)C(F)(F)F (stereo not given)	0	11	-1	7	9	22	.
CCOC(=O)c1cccc(C2=C(CNC(=O)c3ocnc3C)[C@H]3CC[C@@H](C2)N3Cc2ccccc2)c1	-1	5	-1	-9	-9	.	-10
O=C(CN1CC(c2ccccc2)CC1=O)Nc1ccc(F)cc1 (stereo not given)	5	-1	.	-5	2	.	-13
CC(=O)N1CC(=O)Nc2ccc(C)cc2C1c1ccccc1 (stereo not given)	0	9	2	6	1	-26	-12

The results go on:
Compound	Casp6 inh	EWS-Fli block	SIRT5 inh	LGR2 antag	DENV2 CPE rescue	ARNT-TACC3 inh	PAX8 reporter
CCCCn1c(=O)c(C(=O)NCc2ccco2)c(O)c2ccccc21	5	8	3	-2	-1	38	-2
O=C(c1cc(F)ccc1F)C1CCCN(Cc2ccc3nonc3c2)C1 (stereo not given)	0	-5	4	-6	2	10	2
COc1cccc(-n2c(O)c(C=Nc3c(C)n(C)n(-c4ccccc4)c3=O)c(=O)[nH]c2=O)c1	0	-5	1	7	-9	.	6
COc1ccc(-c2n(-c3ccccn3)c3ccccc3[n+]2-c2ccccn2)cc1	0	-19	-4	-2	-3	-3	-3
NC(=Nc1ccccc1)NN=Cc1c[nH]c2ccccc12	0	40	1	-32	1	15	45
C[C@H]1CN([C@@H](C)CO)C(=O)CCCn2cc(nn2)CO[C@H]1CN(C)C(=O)Oc1ccc2ccccc2c1	0	0	-3	2	-3	-3	.
CCN(CC)C(=O)c1ccc(NC(=O)CN2CCc3cc(OC)c(OC)cc3C2)cc1	-2	6	-3	6	5	-2	2
COc1ccc2c(c1)[C@@]13CCC=C[C@H]1[C@@H](C2)NCC3	2	-1	-5	-9	?	-5	-6
CCN1C(=O)C(=Cc2cc(C)n(C3CC3)c2C)C(=O)N(CC)C1=S	.	9	.	5	.	-1	-2
Cc1cc(C)c(C(=O)N2CCC3(CC2)OCCO3)c(C)c1	1	16	3	12	5	-7	6
O=C(NCCN1CCC2(CC1)C(=O)NCN2c1ccccc1)c1ccc(Cl)cc1	0	-17	.	-13	-4	.	1
O=C(NCc1cccnc1)Nc1ccccc1Cl	1	3	-2	0	9	2	15

Structures shown so far that have a carbonyl joined to an NH by a bond outside any ring, in the order listed:
Compound	Casp6 inh	EWS-Fli block	SIRT5 inh	LGR2 antag	DENV2 CPE rescue	ARNT-TACC3 inh	PAX8 reporter
CC(C)CCNC(=O)CN1C(=O)CN=C(c2ccccc2)c2ccccc21	-2	1	2	7	-5	-6	20
CCCCCn1c(=O)c(C(=O)Nc2ccccn2)c(O)c2ccccc21	-4	15	2	6	-6	-3	19
NC(=O)c1cn(C2CCCCC2)c2ccccc2c1=O	.	0	-2	7	3	-5	-8
NC(=O)c1cc([N+](=O)[O-])cc([N+](=O)[O-])c1	.	-1	-1	.	3	0	15
CNC(=O)Oc1ccccc1C1CCCCC1	-2	5	.	-5	?	-2	-12
CCOC(=O)CNC(=O)N1Cc2cc(N3CCOCC3)ccc2-n2nncc2C1	2	-9	-4	-20	-6	.	5
CCOC(=O)c1cccc(C2=C(CNC(=O)c3ocnc3C)[C@H]3CC[C@@H](C2)N3Cc2ccccc2)c1	-1	5	-1	-9	-9	.	-10
O=C(CN1CC(c2ccccc2)CC1=O)Nc1ccc(F)cc1 (stereo not given)	5	-1	.	-5	2	.	-13
CCCCn1c(=O)c(C(=O)NCc2ccco2)c(O)c2ccccc21	5	8	3	-2	-1	38	-2
CCN(CC)C(=O)c1ccc(NC(=O)CN2CCc3cc(OC)c(OC)cc3C2)cc1	-2	6	-3	6	5	-2	2
O=C(NCCN1CCC2(CC1)C(=O)NCN2c1ccccc1)c1ccc(Cl)cc1	0	-17	.	-13	-4	.	1
O=C(NCc1cccnc1)Nc1ccccc1Cl	1	3	-2	0	9	2	15

Sorted by molar mass (lowest first): three of the compounds above
Compound	Casp6 inh	EWS-Fli block	SIRT5 inh	LGR2 antag	DENV2 CPE rescue	ARNT-TACC3 inh	PAX8 reporter
COc1ccc2c(c1)[C@@]13CCC=C[C@H]1[C@@H](C2)NCC3	2	-1	-5	-9	?	-5	-6
NC(=Nc1ccccc1)NN=Cc1c[nH]c2ccccc12	0	40	1	-32	1	15	45
O=C(c1cc(F)ccc1F)C1CCCN(Cc2ccc3nonc3c2)C1 (stereo not given)	0	-5	4	-6	2	10	2

Compound activity deposited in PubChem by Broad Institute.

Only part of the results is shown; rates above refer to the full screens.
